# Assay outcomes as filed in PubChem.
# Tat transport: blocks Tat-dependent protein export in E. coli | inhibition, % at 10 µM | E. coli MC4100 TorA-mCherry Tat export, fluorescence | hit rate 0.036% among 340,000;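 active = mean replicate inhibition at least 50% and at least half of replicates individually reaching 50%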;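 note: exported cargo escapes ClpAP degradation while cytoplasmic cargo is degraded and loses fluorescence; 0% = median of neutral control wells and 100% = median of NaSCN control wells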
# PKA-R1A activ: activators of PKA-R1A complex; hit rate 0.083% among 340,000; activation, % at 11.4 µM; AID 504707; P00514+P68181; PKA-R1A dissociation, Cy5-IP20 fluorescence polarization; scaled: DMSO 0%, 113 µM cGMP 100%;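 active = percent activation above the mean of all tested compounds plus 3 SD, cut at about 19% in these data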;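 note: higher means more PKAc released from R1A so a rise in polarization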
# E coli growth: reduces bacterial viability in AddAB counter-screen; E. coli V3065 growth, OD600 absorbance, 18 h; inhibition, % at 11.9 µM; hit rate 0.27% among 330,000;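 active = inhibition above the campaign's mean inhibition across all tested compounds plus 3 SD, cut at about 9.9% in these data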;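 note: uninfected addAB+ strain grown without phage in ampicillin broth; 0% = DMSO wells and 100% = ciprofloxacin 0.95 µg/ml wells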
# PfHsp90 set2: reduces growth (ATP signal) of yeast expressing P. falciparum Hsp90; inhibition, % at 9.4 µM; hit rate 0.32% among 310,000; S. cerevisiae expressing PfHsp90, BacTiter-Glo ATP, 48 h; yeast lacking PDR1 and PDR3 efflux regulators;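 active = every replicate shows inhibition above about 80%, whatever the replicate mean, limit read from the data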;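 note: 0% = DMSO neutral controls and 100% = 20 µM radicicol positive controls; yeast relying on Plasmodium falciparum Hsp90 in place of its own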
# phage Ecoli inh: E. coli growth loss with phage present; AID 651602; inhibition, % at 11.9 µM; growth absorbance; hit rate 0.26% among 360,000; in the data active = inhibition above about 11%
# PKA-R2B act: PKA-R2B complex activation. hit rate 0.079% among 340,000. PKA-R2B holoenzyme dissociation, Cy5-IP20 fluorescence polarization; R2B truncated from residue 108, S112A mutant; 0% DMSO only, 100% 113 µM cGMP. AID 504700. activation, % at 11.4 µM;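 active = activation above a cutoff set at the mean over all compounds plus 3 SD, cut at about 18% in these data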;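 note: higher means more holoenzyme dissociation and a rise in polarization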
# HTR5A inv ag: inverse agonist of human HTR5A in OPRM1-OPRD1 counter-screen | inhibition, % at 9.3 µM | HTR5A cell line, luminescence, inverse agonism | P47898 | hit rate 0.083% among 340,000 | AID 504634; in the data active = inhibition mostly above about 23%, no sharp cut-off; inactive = mostly below about 18%;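 note: 0% = cells with DMSO and 100% = no-cell wells with DMSO; some compounds called inactive have numbers as strong as hits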
# SUMO Mot1 rescue: SUMOylation pathway inhibition by Mot1-301 growth rescue. hit rate 1% among 320,000. S. cerevisiae Mot1-301 growth rescue, ATP luminescence, 38.5C; percent above DMSO median, 100 means doubled. growth rescue, % at 18.8 µM;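 active = every valid replicate shows activation above 250% relative to neutral control wells; inactive = the rest, any valid replicate at or below 250%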;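 note: OY570 slx delta 5 strain wells were the positive control but not used for scaling; some compounds called inactive have numbers as strong as hits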
# AddAB inh: less growth of phage-infected E. coli with AddAB; hit rate 0.29% among 330,000; E. coli expressing H. pylori AddAB, absorbance growth; AID 435030; inhibition, % at 11.9 µM; in the data active = inhibition above about 12%;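 note: 0% = vehicle wells of infected cells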
# OPRM1-OPRD1 inv: mu-delta opioid heterodimer inverse agonism; cell-based MOR-DOR heterodimer luminescence; P35372+P41143; hit rate 0.21% among 340,000; inhibition, % at 9.3 µM; in the data active = inhibition above about 22%, passing the limit was not always enough;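 note: 0% = cells with DMSO and 100% = wells without cells with DMSO; values of inactives mirror those of a sister screen read the other way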
# Target sequence (P35372 whole entry, looked up): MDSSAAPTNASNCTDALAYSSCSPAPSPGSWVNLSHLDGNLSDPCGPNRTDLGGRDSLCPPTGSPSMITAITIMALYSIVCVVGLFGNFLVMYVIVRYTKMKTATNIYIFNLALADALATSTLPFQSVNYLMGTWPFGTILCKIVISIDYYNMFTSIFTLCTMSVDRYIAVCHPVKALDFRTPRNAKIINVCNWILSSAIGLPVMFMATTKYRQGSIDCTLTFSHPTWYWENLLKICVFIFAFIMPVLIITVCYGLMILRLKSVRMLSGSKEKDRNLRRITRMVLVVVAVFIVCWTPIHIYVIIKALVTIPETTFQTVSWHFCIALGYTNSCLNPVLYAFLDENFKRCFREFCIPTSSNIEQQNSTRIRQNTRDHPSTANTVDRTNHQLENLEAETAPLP
# Target sequence (P41143 whole entry, looked up): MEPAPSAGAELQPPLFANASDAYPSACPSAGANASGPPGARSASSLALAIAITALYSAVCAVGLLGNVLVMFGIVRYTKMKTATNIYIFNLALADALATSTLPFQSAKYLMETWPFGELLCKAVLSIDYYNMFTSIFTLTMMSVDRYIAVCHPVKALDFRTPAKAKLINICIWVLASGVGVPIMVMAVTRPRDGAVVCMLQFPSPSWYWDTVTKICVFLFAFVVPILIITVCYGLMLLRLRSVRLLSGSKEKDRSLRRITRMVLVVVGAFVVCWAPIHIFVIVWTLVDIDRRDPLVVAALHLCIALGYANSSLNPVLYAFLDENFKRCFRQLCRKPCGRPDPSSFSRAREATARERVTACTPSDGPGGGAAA
# MOR-DOR ag: OPRM1-OPRD1 heterodimerization agonism | P35372+P41143 | cells, luminescence | activation, % at 9.3 µM | hit rate 0.3% among 340,000 | AID 504326; in the data active = activation above about 18%;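 note: 0% = vehicle-treated cells and 100% = reference agonist; values of inactives mirror those of a sister screen read the other way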
# * hit, by the source's call; nt = not tested or not shown.
SMILES,Tat transport,PKA-R1A activ,E coli growth,PfHsp90 set2,phage Ecoli inh,PKA-R2B act,HTR5A inv ag,SUMO Mot1 rescue,AddAB inh,OPRM1-OPRD1 inv,MOR-DOR ag
CN(C(=O)c1ccc(NC(=O)Cc2ccc(NC(=O)C3CCN(C(=O)C4CC4)CC3)cc2)cc1)C1CCCC1,0,3,nt,2,1.5,-7,-1,nt,nt,7,-1.6
Nc1cccc(-c2nc3ncccc3o2)c1,9,-7,0.3,-4,2.2,1,4,-3,0.0,3,-0.7
COc1ccccc1S(=O)(=O)Nc1cc(C)nn1-c1ccc(C)cc1,4,-7,-0.1,9,-1.0,-3,10,15,4.8,8,-1.1
Cc1ccccc1N1C(=O)N(c2cccc(C(F)(F)F)c2)C2CS(=O)(=O)CC21 (stereo unspecified),-7,-17,1.3,19,3.8,-5,2,-23,1.9,8,-1.5
N/C(=N\O)c1ccc(Cl)cc1Cl,2,4,-2.5,-26,3.3,10,-27,101,3.1,13,-2.7
COc1cc(NC(=O)OCc2ccccc2)c2ncccc2c1,4,-2,nt,-37,-0.2,5,-20,nt,nt,0,0.1
CCCCCN(C(=O)CCC(=O)OCCOc1ccc(OCC)cc1)c1c(N)n(CCCC)c(=O)[nH]c1=O,6,-7,2.8,-3,3.5,-3,9,-10,-1.2,22,-4.4
Cc1ccc(C=Nc2ccc(N(C)C)cc2)o1,2,-100,0.6,5,-0.4,-113,4,-36,-0.7,-12,2.2
Cc1oc(-c2ccccc2F)nc1CS(=O)(=O)CC(=O)N1CCOCC1,-1,-1,1.6,-9,0.8,5,-8,8,-0.9,4,-0.7
Cc1ccc(NC(=O)c2cc(N3C(=O)C=CC3=O)ccc2N2CCOCC2)cc1Cl,10,-11,0.2,105*,0.3,-5,14,179,2.1,14,-2.8
Cn1c(=O)cc(Nc2ccccc2)[nH]c1=O,-7,-2,-0.2,0,1.5,-2,-18,-2,3.1,15,-3.1
O=C(CCSc1ccccc1)NCCN1CCOCC1,-9,-5,2.0,1,1.4,-1,0,11,0.7,3,-0.6
Cc1ccc(S(=O)(=O)N2CCC(C(=O)OCC(=O)NCc3cccc(Cl)c3)CC2)cc1C,6,-2,0.9,-15,0.2,-10,-13,2,0.8,0,-0.1
CCOc1ccc(N(CC(=O)NC(C)(C)C)S(=O)(=O)c2c(C)noc2C)cc1,19,2,0.4,11,3.2,1,-4,-4,3.4,2,-0.3
COC(=O)C1OC(OC2CC[C@]3(C)C(CC[C@@]4(C)[C@@H]3CC=C3[C@@H]5CC(C)(C)CC[C@]5(C(=O)OC5OC(CO)C(O)C(O)C5O)CC[C@]34C)C2(C)C)C(O)C(O)C1O[C@H]1OCC(O)C(O)C1O (stereo partly specified),-5,6,-2.9,4,nt,-2,-18,-8,-0.7,4,-0.8
CCC(NC(=O)c1ccccc1Br)c1ccccc1 (stereo unspecified),23,-10,1.6,-11,4.7,5,0,-12,0.3,3,-0.5
O=C(N/N=C\c1ccc(F)cc1)c1cc(OCC(F)(F)F)ccc1OCC(F)(F)F,-8,-9,-1.9,-2,3.0,-6,10,nt,1.8,-5,1.0
COc1ccccc1C(C)NC(=O)CCNC(=O)c1ccc(Cl)cc1 (stereo unspecified),-2,4,-0.1,2,1.2,-10,2,29,0.3,16,-4.2
O=C(Nc1ccc(F)cc1)N1CCN2C(=O)c3ccccc3C12c1ccccc1 (stereo unspecified),-7,-4,0.1,nt,nt,1,13,6,1.8,0,0.0
CCOC(=O)C1(CCCc2ccccc2)CCN(C(=O)CCCn2cncn2)CC1,3,8,-0.2,15,1.9,5,30,22,-1.2,-1,0.2

# Brought forward from above: 3 compounds, then new ones.
SMILES,Tat transport,PKA-R1A activ,E coli growth,PfHsp90 set2,phage Ecoli inh,PKA-R2B act,HTR5A inv ag,SUMO Mot1 rescue,AddAB inh,OPRM1-OPRD1 inv,MOR-DOR ag
COc1ccccc1C(C)NC(=O)CCNC(=O)c1ccc(Cl)cc1 (stereo unspecified),-2,4,-0.1,2,1.2,-10,2,29,0.3,16,-4.2
O=C(Nc1ccc(F)cc1)N1CCN2C(=O)c3ccccc3C12c1ccccc1 (stereo unspecified),-7,-4,0.1,nt,nt,1,13,6,1.8,0,0.0
CCOC(=O)C1(CCCc2ccccc2)CCN(C(=O)CCCn2cncn2)CC1,3,8,-0.2,15,1.9,5,30,22,-1.2,-1,0.2
C=C(C)CSc1[nH]c(=O)cc(C)c1C#N,-1,nt,3.0,-4,4.4,nt,nt,-3,3.9,nt,nt
Cc1cc(C)c(NC(=O)CSc2nc3ccc(N4C(=O)c5ccccc5C4=O)cc3s2)c(C)c1,1,-7,1.6,-3,1.6,2,14,4,1.9,4,-0.7
CC1(C)CC(=O)C2=C(C1)Nc1ccccc1N(C(=O)C1CC1)C2c1ccco1 (stereo unspecified),2,-8,-1.6,-4,4.9,5,-2,35,-0.8,-26,3.5
CCn1c(=O)c(C(=O)NCc2ccccn2)c(O)c2ccccc21,-5,-9,-1.6,-13,0.4,0,-5,1,-0.4,-18,4.2
CC1=C(OC(=O)c2ccccc2)C(C)(C)C(c2ccccc2)OC1=O (stereo unspecified),1,-8,-1.0,1,1.0,1,-5,-7,2.6,3,-0.7
COc1cccc(NC(=O)CSc2nc3c(sc4ccccc43)c(=O)n2CCCN2CCCC2)c1,1,1,-0.2,-7,2.7,7,-1,12,-0.8,-3,0.7
Cc1nc(Cl)c(C(=O)NC(=O)NCc2ccccc2)c(C)c1Cl,-2,4,0.7,12,3.9,-11,10,47,0.3,-4,0.8
CC(=O)c1sc2nc(CSc3nncn3C)[nH]c(=O)c2c1C,-11,-8,1.1,nt,2.7,0,-15,-13,1.5,10,-2.1
CCOc1ccc(CC(=O)Nc2c(C(N)=O)oc3ccccc23)cc1OCC,1,-10,-1.2,-16,3.0,3,-12,-9,0.8,11,-2.0
CN(c1ccccc1)S(=O)(=O)c1ccc(C(=O)N2CCCC2)cc1,5,-5,1.1,6,2.6,-7,-17,-2,2.2,9,-2.1
COc1ccc(NS(=O)(=O)c2ccc(N3CCN(CCO)CC3)c([N+](=O)[O-])c2)cc1,-2,-6,-0.2,-8,1.6,-5,-12,-6,2.6,7,-1.3
COc1ccc(OC)c(Cc2nnc(CCC(=O)NC3CCCCC3)o2)c1,7,0,-1.3,14,0.4,-4,5,-11,-1.6,-2,0.5
O=C(CO)N/N=C/c1c2ccccc2cc2ccccc12,-4,-4,-2.2,-35,0.8,-6,-1,6,0.2,-28,5.3
COc1cccc(-c2cc(C(=O)NCc3ccco3)no2)c1,7,1,4.4,-8,7.3,-5,-19,-7,5.8,7,-1.4
CC(=O)c1ccc(NC(=S)NC2CCCC(C)C2C)cc1 (stereo unspecified),5,-6,1.7,2,4.2,-5,-5,-2,1.7,-20,3.9
CC(Sc1nc(-c2ccc(F)cc2)cs1)C(=O)N1c2ccccc2CC1C (stereo unspecified),1,6,0.0,13,4.4,-9,6,-27,4.0,-31,4.4
COc1cc(C(=O)N2CCC(n3c(C)nc4cc(F)ccc43)CC2)cc(OC)c1OC,-4,-2,2.4,nt,0.8,-4,-5,11,2.0,9,-1.6
Cc1c(NC(=O)c2ccc([N+](=O)[O-])o2)cccc1-c1nc2ncccc2o1,2,-2,5.2,-15,2.8,3,-3,85,6.7,-18,3.3
CC(C)COc1ccc(-c2nn(-c3ccccc3)cc2C(=O)Nc2nccs2)cc1,5,-4,-1.3,-8,6.3,0,3,10,3.7,-16,3.1
COc1cc2c(cc1OC)CN(C(=O)CSc1nnc3scc(-c4ccccc4)n13)CC2,1,-6,1.7,20,1.8,-11,7,-15,2.7,10,-2.0
CCN(Cc1ccccc1)C(=O)c1ccc(NC(=O)c2ccc(OC)cc2)cc1,8,3,-0.4,16,1.4,-5,14,-13,0.6,11,-3.5
O=C(Nc1cccc(C(F)(F)F)c1)c1cccnc1N1CCCC1,-5,3,2.4,-17,2.1,-13,0,-15,0.7,10,-1.8
COc1ccc2[nH]c(=O)c(CN(Cc3cccs3)S(=O)(=O)c3c(C)ccc4nsnc34)cc2c1,-9,-11,2.0,-3,3.6,0,-12,-26,5.6,4,-0.8
O=S(=O)(c1cccs1)N1CN(CC2CCCO2)c2nc3ccccc3nc21 (stereo unspecified),-4,3,-1.7,-17,2.2,9,-16,-3,0.4,-4,0.7
COc1ccc(-n2c(COc3ccccc3)nnc2SCc2ccc(C#N)cc2)cc1,13,-4,2.0,nt,1.2,-23,4,-11,2.9,22,-4.8
NC(=O)CC(NC(=O)Cc1cccc2ccccc12)c1ccc(NC2CCCC2)c([N+](=O)[O-])c1 (stereo unspecified),-3,-4,nt,14,1.5,-2,-2,nt,nt,12,-2.0
Cc1nnc(C)n1/N=C/c1ccccn1,2,0,3.0,-5,1.6,-7,-27,-7,4.7,6,-1.0
Nc1c(C(=O)NCC2CCCO2)c2nc3ccccc3nc2n1/N=C/c1ccncc1 (stereo unspecified),0,0,nt,-3,-1.4,-3,9,nt,nt,17,-3.3
Cc1ccc(C)c(/C(O)=C2\C(=O)C(=O)N(Cc3cccnc3)C2c2cccnc2)c1 (stereo unspecified),0,-1,0.6,2,-0.3,0,-14,-9,-1.1,6,-0.9
Cc1cc(C)c(S(=O)(=O)NCC(=O)NCc2cc(=O)n(C)c(=O)n2C)c(C)c1,2,10,-0.8,17,2.0,-4,1,12,2.1,18,-3.5
CC(=O)N(CC1CCCO1)c1nnc(-c2cnccn2)s1 (stereo unspecified),-4,3,-0.7,-10,2.3,-13,-24,3,-1.3,-1,0.2
CCN(C(=O)COC(=O)c1cc(S(=O)(=O)Nc2c(C)n(C)n(-c3ccccc3)c2=O)ccc1Cl)C1CCCCC1,2,-9,-2.6,28,-1.3,-3,1,5,-1.5,-3,0.6
CCC[C@@H](CN1CCC[C@H]1CN1C(N)=NC[C@H]1C(C)C)N1C[C@@H]([C@H](C)CC)N(CCCC2CCCC2)C1=N,10,-11,1.2,23,1.4,-4,-8,nt,2.2,7,-1.6
COc1ccc2c(c1OC)C(=O)OC2Nc1nc(-c2ccc([N+](=O)[O-])cc2)cs1 (stereo unspecified),-7,7,2.0,-17,1.5,5,-11,12,5.0,-12,2.3
O=C(Nc1cnn(Cc2ccccc2)c1)NC12CC3CC(CC(C3)C1)C2,0,0,-0.4,37,1.2,5,7,76,-0.4,6,-1.0
NS(=O)(=O)c1ccc(CCNC(=O)CCCC2=NS(=O)(=O)c3ccccc3N2)cc1,2,-4,-0.7,13,3.7,-11,-1,-19,0.7,4,-0.7
CCOc1ccc(-n2nnnc2SCC(=O)Nc2cccc(O)c2)cc1,-2,-11,2.9,5,-0.8,-1,-3,1,1.3,7,-1.3
COCCNC(=O)Cn1c(=O)n(Cc2ccc(C(=O)NCc3ccco3)cc2)c(=O)c2ccccc21,4,-5,1.8,-14,2.3,-3,-5,13,0.7,15,-2.7
